Screens from PubChem BioAssay.
MIN6 prolif: inducers of MIN6 beta-cell proliferation, primary screen, ATP luminescence, uHTS. 0.29% of 330,000 active. proliferation, % at 10 µM. MIN6 cells proliferation, ATPlite luminescence, 48 h; cells starved in 0.2% serum; 100% = growth in 10% serum. AID 2380, 2010;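 active means compounds whose signal lies at least 3.5 SD above the mean of all wells on their plate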;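 further: 0% = DMSO-treated cells in low-serum medium and 100% = 10% serum control; some compounds called inactive have numbers as strong as hits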
APOBEC3A inh: APOBEC3A ssDNA deaminase inhibitors, primary screen, selectivity assay for APOBEC3G inhibitor project, biochemical, FAM/TAMRA oligo cleavage fluorescence; DNA dC->dU-editing enzyme APOBEC-3A (Homo sapiens), P31941; recombinant A3A, FAM/TAMRA ssDNA deamination fluorescence; inhibition, % at 20 µM; 0.41% of 330,000 active; AID 493011, 2011;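 active means at least 40% inhibition at 20 µM here, with at most 30% in a related deaminase screen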;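 further: plate controls were A3A with DMSO for no effect and wells lacking A3A enzyme for full effect; some results filed as inactive read as strong as hits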
Target sequence (P31941 whole entry, looked up): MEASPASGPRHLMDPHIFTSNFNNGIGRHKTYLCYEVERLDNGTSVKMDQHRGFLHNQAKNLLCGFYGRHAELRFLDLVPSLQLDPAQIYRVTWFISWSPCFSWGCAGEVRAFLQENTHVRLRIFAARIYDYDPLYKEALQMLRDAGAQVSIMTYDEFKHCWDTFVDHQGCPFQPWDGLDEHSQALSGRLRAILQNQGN
mIAP activ: activators of mouse IAP, primary screen, biochemical, luminescence, uHTS. muIAP, CDP-Star luminescence, 30 min; hits give high values; 1 = vehicle-only enzyme signal, 0 = enzyme-free wells. activation factor at 10 µM. AID 2805, 2010. intestinal alkaline phosphatase [Mus musculus]. 0.24% of 330,000 active;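 active means activation factor of at least 2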; further: the source names both 10 and 20 µM as test concentration; values of inactives mirror those of a sister screen read the other way
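Assay system: mouse IAP enzyme; Reagent: CDP-Star chemiluminescent phosphatase substrate; Compound: DMSO-dissolved test compounds; Incubation: 30 min, room temperature; Technique: luminescence from enzymatic CDP-Star hydrolysis; Controls: DMSO-only wells and no-enzyme negative control.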
MPTP inh: mitochondrial permeability transition pore inhibitors, primary screen, biochemical, isolated mouse mitochondria, absorbance; Ca2+ swelling absorbance, 30 min; 1.4% of 360,000 active; inhibition, % at 10 µM;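 active means inhibition of 50% or more, scaled per plate between neutral and stimulator controls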;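 further: 0% = DMSO wells given calcium and 100% = 1 mM EGTA wells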
APOBEC3G inh: APOBEC3G DNA deaminase inhibitors, primary screen, biochemical, fluorescence, single-stranded DNA substrate, uHTS; 0.28% of 330,000 active; inhibition, % at 20 µM; recombinant A3G, ssDNA deamination FAM/TAMRA fluorescence;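 active means inhibition of at least 40% at 20 µM, with no more than 30% in the related APOBEC3A deaminase screen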;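 further: plate controls were DMSO wells with A3G for no effect and wells lacking A3G enzyme for full effect; some compounds called inactive have numbers as strong as hits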
Target sequence (Q9HC16 whole entry, looked up): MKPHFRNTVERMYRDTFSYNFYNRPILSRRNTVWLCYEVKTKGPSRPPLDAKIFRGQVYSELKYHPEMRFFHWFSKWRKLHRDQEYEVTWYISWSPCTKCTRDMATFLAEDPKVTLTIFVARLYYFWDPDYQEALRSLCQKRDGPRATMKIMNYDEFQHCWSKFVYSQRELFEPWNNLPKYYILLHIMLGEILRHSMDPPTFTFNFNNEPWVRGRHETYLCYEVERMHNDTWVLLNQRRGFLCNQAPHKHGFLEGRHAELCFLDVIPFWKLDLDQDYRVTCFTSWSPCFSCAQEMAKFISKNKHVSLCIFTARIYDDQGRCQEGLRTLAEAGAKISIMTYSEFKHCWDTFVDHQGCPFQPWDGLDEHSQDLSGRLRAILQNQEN
NR3A LBD binder: binders of NR3A ligand-binding domain, primary screen, biophysical, differential scanning fluorimetry, uHTS; NR3A LBD differential scanning fluorimetry, Tm shift; 0% = protein alone, 100% = glycine-bound protein; Tm shift relative to glycine control, % at 25 µM; Glutamate receptor ionotropic, NMDA 3A (GRIN3A) ligand-binding domain; 2.5% of 340,000 active;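 active means melting temperature shift of at least 10% of the positive control shift, at one fixed dose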
hIAP act: human IAP activators, primary screen, biochemical, luminescence, uHTS; Intestinal-type alkaline phosphatase (Homo sapiens), P09923; purified human IAP, CDP-Star luminescence, 30 min; hits give high values; 1 = vehicle-only enzyme, 0 = enzyme-free background; activation factor at 10 µM; 0.16% of 330,000 active; AID 2524, 2010;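 active means activation factor of the enzyme at least 2-fold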; further: the source names both 10 and 20 µM as test concentration; values of inactives mirror those of a sister screen read the other way
mIAP inh: inhibitors of mouse IAP, primary screen, biochemical, luminescence, uHTS. intestinal alkaline phosphatase [Mus musculus]. purified mouse IAP, CDP-Star luminescence, 30 min. inhibition, % at 10 µM. 0.2% of 330,000 active. AID 2806, 2010;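 active means inhibition of at least 40% at 10 µM in the primary screen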;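 further: plate controls were DMSO with enzyme for no effect and no enzyme wells for full effect; values of inactives mirror those of a sister screen read the other way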
hIAP block: human IAP inhibitors, primary screen, biochemical, luminescence, uHTS; Intestinal-type alkaline phosphatase (Homo sapiens), P09923; purified IAP, CDP-Star luminescence, 30 min; inhibition, % at 10 µM; 0.12% of 330,000 active; AID 2544, 2010;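 active means inhibition reaching a set limit with compound at 10 µM in the primary screen, cut at about 35% in these data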;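 further: plate controls were DMSO wells with enzyme for no effect and no-enzyme buffer wells for full effect; values of inactives mirror those of a sister screen read the other way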
* = called active by the depositor; . = no result given.

No.	compound	MIN6 prolif	APOBEC3A inh	mIAP activ	MPTP inh	APOBEC3G inh	NR3A LBD binder	hIAP act	mIAP inh	hIAP block
1	COCCNC(=O)c1c(CSc2ccccc2)noc1C(=O)NCc1ccccc1	-2	1	0.98	-1.1	-4	-2	1.1	2	-8
2	CC(SCc1ccccc1)C(=O)NN=C1CCN(C)CC1 (centres undefined)	1	-3	0.91	0.8	-8	-1	1	9	-3
3	CCOC(=O)NC(Nc1ncccn1)(C(F)(F)F)C(F)(F)F	-3	1	1	-1.5	-6	-1	0.93	-5	7
4	COC(=O)c1ccccc1NC(=O)COC(=O)c1ccccc1N=Nc1ccc(N(C)C)cc1	0	2	0.69	1.1	-5	-3	1.1	31	-7
5	CCOC(=O)N1CCN(S(=O)(=O)c2ccc(C)cc2)C1c1ccccc1 (centres undefined)	-3	-3	0.94	0.9	-3	2	1	6	-2
6	Cc1cccc(NC(=O)C2CCCN(S(=O)(=O)c3ccc4[nH]c(=O)ccc4c3)C2)n1 (centres undefined)	-4	0	0.98	-1.1	-3	-3	0.92	2	8
7	CS(=O)(=O)NNC(=O)Cn1nnc(-c2cc(C(F)(F)F)cc(C(F)(F)F)c2)n1	3	-1	1.1	1.9	-5	-4	1	-9	-2
8	CCC(C)[C@@H](C(=O)N1CCNCC1)n1cc(CCCCN)nn1 (some centres undefined)	3	-1	0.96	-0.3	-8	0	0.97	4	3
9	Cn1c(SCc2cccnc2)nc2cccnc21	0	-2	1.2	0.1	-5	1	1	-22	-4
10	CCNc1nnc(-c2ccc(C)cc2)o1	-3	-2	1	-0.4	-3	-1	1	-2	-4
11	CC1CCC2(CC1)NC(=O)N(CC(=O)Nc1cc(S(=O)(=O)N3CCCC3)ccc1Cl)C2=O (centres undefined)	-4	-4	0.92	-0.9	-5	-2	0.98	8	2
12	Clc1ccc(-c2nnc3sc(-c4ccc(Br)o4)nn23)cc1	-1	-11	1	-2.3	-21	-1	1.2	-4	-16
13	COc1cccc(/C=C/C(=O)OCC(=O)Nc2ccc(N3CCOCC3)cc2)c1OC	-1	-4	1.1	-0.6	-11	-3	1.1	-6	-13
14	Nc1nc(NCc2ccco2)nc(NCCO)c1[N+](=O)[O-]	2	0	0.92	-0.4	-4	0	1.1	8	-11
15	Cc1cc(C)n(CC(=O)NCCC2=CCCCC2)n1	-3	-5	1	0.3	-11	0	0.94	-2	6
16	CCc1cccc(CC)c1NC(=O)CSc1nnc(C(C)C)n1CC	-1	-2	1	-1.6	-3	1	0.99	-1	1
17	CCCS(=O)(=O)N1CCCC(C(=O)N2CCCCC2)C1 (centres undefined)	3	0	0.94	-0.4	-6	-1	1.1	6	-11
18	Cc1cccc([C@@H]2[C@@H]3C(=O)N(Cc4ccccc4)C(=O)[C@@H]3[C@]3(C)C(=O)N(c4cccc(Cl)c4)C(=O)N23)c1	5	0	0.97	0.2	-10	-15	1	3	-3
19	COCCCN(C(C)=O)c1nc(-c2ccc(OC)cc2)cs1	2	-1	0.88	1.8	-3	1	1.1	12	-5
20	COc1cc(CCCN2CCNC[C@@H]2CC2CCCCC2)cc(OC)c1OC	1	-1	0.91	-1.5	-6	2	0.87	9	13
21	Cc1cccc(C(=O)OCC(=O)N2CCCCCC2)c1	-3	0	1.1	-0.3	-3	-1	0.92	-10	8
22	COC(=O)C1=C(C)N(CCCC(=O)O)C(=O)NC1c1ccc(OC)cc1 (centres undefined)	2	-4	0.94	-1.7	-7	-1	0.91	6	9
23	Cc1c(NC(=O)C2CCCN(S(=O)(=O)c3cnc[nH]3)C2)c(=O)n(-c2ccccc2)n1C (centres undefined)	-2	2	1	0.0	-1	0	1.2	-1	-17
24	CCOc1ccc(NC(=O)c2ccccc2SC)cc1	2	-2	0.9	2.6	-7	0	0.99	10	1

Complete entries as entered above. Order of screens: MIN6 prolif	APOBEC3A inh	mIAP activ	MPTP inh	APOBEC3G inh	NR3A LBD binder	hIAP act	mIAP inh	hIAP block
Listed for Cc1cc(C)n(CC(=O)NCCC2=CCCCC2)n1 → -3	-5	1	0.3	-11	0	0.94	-2	6
Listed for CCOc1ccc(NC(=O)c2ccccc2SC)cc1 → 2	-2	0.9	2.6	-7	0	0.99	10	1

Other structures:
No.	compound	MIN6 prolif	APOBEC3A inh	mIAP activ	MPTP inh	APOBEC3G inh	NR3A LBD binder	hIAP act	mIAP inh	hIAP block
25	CC(C)CC1Nc2ncnc(N3CCCCC3)c2N(Cc2ccccc2)C1=O (centres undefined)	-4	-4	0.98	0.2	-6	0	0.97	2	3
26	COc1ccc(C(CNC(=O)COc2ccc(F)cc2Br)N2CCCC2)cc1 (centres undefined)	-3	3	0.98	-0.8	-2	2	1.1	2	-15
27	COc1ccc2cc3cc(C(=O)NCCN4CCN(Cc5ccccc5)CC4)oc3nc2c1	-2	1	0.95	22	-1	1	1	5	-3
28	Fc1ccc(COc2ccccc2CNc2nn[nH]n2)cc1	-1	-1	0.93	1.8	0	0	0.97	7	3
29	Cc1cc(C(=O)NNC(=O)Cc2ccc(Cl)cc2)c(C)o1	-2	-3	1	-2.0	-5	-1	1.2	0	-22
30	CC1CCCN(C(=O)C2CCN(CCCc3ccccc3)CC2)C1 (centres undefined)	-3	5	1	.	-4	0	1.1	-1	-8
31	O=[N+]([O-])c1ccc(/C=N/n2cn[nH]c2=S)cc1	0	-5	0.9	0.1	33	0	0.92	10	8
32	CCS(=O)(=O)N1CCC(C(=O)NCc2ccc(F)cc2)CC1	4	-1	0.98	0.1	-7	-1	0.85	2	15
33	Fc1ccc(C(CCNCc2ccccn2)c2ccc(Cl)cc2)cc1 (centres undefined)	-3	-2	1.1	-0.2	-4	-2	1.3	-10	-31
34	COc1cccc(-c2noc(CCC(=O)NC3CCCC3)n2)c1	-2	-6	0.96	-1.1	-4	-1	1.2	4	-16
35	O=C(O)COc1ccc(C(=O)c2ccccc2)cc1	-1	-1	0.93	1.8	-8	2	0.95	7	5
36	Cc1ccc(SCC(=O)NCC2COc3ccccc3O2)cc1 (centres undefined)	1	0	1	-3.1	-4	0	0.97	-3	3
37	CC(=O)N1c2ccc(S(=O)(=O)N3CCC(C(=O)Nc4cc(C)ccn4)CC3)cc2CC1C (centres undefined)	0	-1	1	-2.4	-2	0	1.3	0	-31
38	COC(=O)c1cc(NC(=O)c2c(-c3ccccc3)noc2C)ccc1N1CCOCC1	-3	-2	1	-0.1	-4	1	1	-3	-2
39	O=C(N/N=C/C=C/c1ccco1)c1ccccc1Cl	-1	6	0.85	-0.7	0	0	0.93	15	7
40	CCN1C(=O)[C@H]2[C@@H](c3ccc(C)cc3)N3C(=O)N(c4ccc(C)cc4)C(=O)[C@@]3(C)[C@H]2C1=O	-4	-5	0.99	-1.4	-8	2	1.1	1	-7
41	CCn1c(SCC(=O)N/N=C/c2c[nH]c3ccccc23)nnc1-c1ccc(C(C)(C)C)cc1	-3	-2	1.1	12	-3	0	1.1	-6	-9
42	Cc1ccc(S(=O)(=O)N2CCCC2)cc1C(=O)NC1CCCCC1	-4	1	1	0.0	-2	-2	0.9	-4	10
43	O=C(c1cccc(C(=O)N2CCC(O)(c3ccccc3)CC2)c1)N1CCC(O)(c2ccccc2)CC1	-2	-2	0.99	-0.5	-9	1	1.1	1	-9
44	COc1ccc(N=C2NC(=O)/C(=C/c3ccc(O)c(OC)c3)S2)cc1	0	-1	1	-22	-6	20*	0.92	0	8
45	OC(c1ccccc1)(c1ccccc1)C1CCN(C(=S)NCCc2ccccc2)CC1	-5	-3	1.4	1.5	-7	-2	1.2	-36	-22
46	Cc1cc(C)c2nc(SCc3ccc([N+](=O)[O-])cc3)nc(C)c2c1	-4	-2	0.94	5.0	-6	2	0.9	6	10
47	COc1ccc(CNC(=O)C2CCCN2)cc1OC (centres undefined)	-2	2	1	1.3	0	0	1.3	-4	-29
48	COc1cc(NC(=O)CSc2nnc(C)s2)cc(OC)c1	-5	-3	1	0.2	-4	0	1.1	-5	-9

Next part (four carried over from the part before).
No.	compound	MIN6 prolif	APOBEC3A inh	mIAP activ	MPTP inh	APOBEC3G inh	NR3A LBD binder	hIAP act	mIAP inh	hIAP block
45	OC(c1ccccc1)(c1ccccc1)C1CCN(C(=S)NCCc2ccccc2)CC1	-5	-3	1.4	1.5	-7	-2	1.2	-36	-22
46	Cc1cc(C)c2nc(SCc3ccc([N+](=O)[O-])cc3)nc(C)c2c1	-4	-2	0.94	5.0	-6	2	0.9	6	10
47	COc1ccc(CNC(=O)C2CCCN2)cc1OC (centres undefined)	-2	2	1	1.3	0	0	1.3	-4	-29
48	COc1cc(NC(=O)CSc2nnc(C)s2)cc(OC)c1	-5	-3	1	0.2	-4	0	1.1	-5	-9
49	Cc1c(C)n(Cc2ccccc2)c2ncnc(NCCCN(C)C)c12	-1	-2	0.99	0.2	-6	0	1.1	1	-8
50	C=CCn1cc(C(=O)NCCCOCC)c(=O)c2cc(S(=O)(=O)N(CC)CC)ccc21	-2	2	0.99	0.9	2	-3	0.96	1	4
51	CCOc1ccc(N(C(=O)c2ccccc2Cl)C2=NC(C)(C)CS2)cc1	-5	1	0.97	0.6	-5	-1	0.97	3	3
52	CCOC(=O)Cc1csc(NC(=O)c2ccco2)n1	-2	2	1	0.1	-1	1	0.99	-1	0
53	CC(=O)Oc1c(Sc2ccccc2[N+](=O)[O-])c(C)nn1C(C)(C)C	-4	2	0.99	1.0	-2	1	1.1	1	-7
54	O=C(COC(=O)COc1ccccc1)NCCc1ccccc1	3	1	0.93	-1.8	-8	0	1	8	-2
55	CC(C)(C)N/N=C/c1c(O)n(-c2ccc(Cl)cn2)c(=O)c2ccccc12	-3	-9	1	2.1	0	-1	2*	0	-103
56	COc1ccc(OC)c(C2NC(=O)NC(C)=C2C(=O)OC2CCCCC2)c1 (centres undefined)	-2	-2	1	-0.8	-3	3	1	-1	-2

From entry 1 up to 2, copied from above:
No.	compound	MIN6 prolif	APOBEC3A inh	mIAP activ	MPTP inh	APOBEC3G inh	NR3A LBD binder	hIAP act	mIAP inh	hIAP block
1	COCCNC(=O)c1c(CSc2ccccc2)noc1C(=O)NCc1ccccc1	-2	1	0.98	-1.1	-4	-2	1.1	2	-8
2	CC(SCc1ccccc1)C(=O)NN=C1CCN(C)CC1 (centres undefined)	1	-3	0.91	0.8	-8	-1	1	9	-3
